JMJD2E inh – blocks human JMJD2E demethylase activity; AID 2147; 230,000 tested, 1.6% active; JMJD2E catalytic domain, FDH-coupled NADH fluorescence (FDH is formaldehyde dehydrogenase); Potency, µM (top dose mostly 57.1 µM), for inactives: top-dose activity change, negative = inhibition, usual class: inhibitors; B2RXH2; active = well fitted inhibition curve with a large enough effect, not every such curve was filed as active; inconclusive = small, poorly fitted or top-dose-only effect, or another doubt; inactive = no such curve, though single readings can be large or run the other way;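 note: 0% = wells with enzyme and -100% = buffer wells without enzyme; nearly all actives have a fitted effect of over 50% in size; many of its hits are not listed in these tables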
Target sequence (B2RXH2 1-337 limits assumed): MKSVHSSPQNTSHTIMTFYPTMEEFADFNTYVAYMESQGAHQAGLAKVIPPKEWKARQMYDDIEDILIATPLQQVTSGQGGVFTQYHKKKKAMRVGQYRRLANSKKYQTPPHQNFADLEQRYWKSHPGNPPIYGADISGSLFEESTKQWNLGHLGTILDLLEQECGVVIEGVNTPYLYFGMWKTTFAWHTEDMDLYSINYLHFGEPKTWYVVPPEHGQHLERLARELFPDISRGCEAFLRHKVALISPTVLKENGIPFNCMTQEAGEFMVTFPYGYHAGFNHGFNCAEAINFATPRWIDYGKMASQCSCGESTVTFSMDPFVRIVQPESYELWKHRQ
SMN2 splice up – SMN2 splice variant enhancement. 210,000 tested, 2.8% active. Potency, µM (highest dose often 46.1 µM), for inactives: at the top dose activity change, positive = activation, most hits filed as activators. AID 1458. HEK293 SMN2-luciferase splicing reporter, luminescence, 30-36 h; note: % of control where 0% means no effect; nearly all actives have a fitted effect of over 55% in size
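HEK293 cells carry an SMN2 minigene-luciferase reporter in which exon 7 inclusion puts luciferase in frame. Cells were seeded at 2000 cells/well, attached for 10-12 hours, then exposed to compounds for 30-36 hours at 37C before ONE-Glo luminescence.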
HTT cytoprotect – Huntington cell model cytoprotection by ATP luminescence | PC12 HTT-Q103 induced, cytoprotection, ATP luminescence, 40 h | Potency, µM (titrated, usually from 56.4 µM), without a hit: cytoprotection (ATP increase), hits mostly activators | 230,000 tested, 0.14% active | AID 1471;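 note: % of control where 0% means no effect; nearly all actives have a fitted effect of over 45% in size; toxic huntingtin expression switched on by the ecdysone agonist tebufenozide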
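Compounds added alongside 100 nM tebufenozide, which induces toxic Q103 huntingtin exon 1-GFP in stable PC12 cells; surviving cells quantified by luminescent ATP measurement. Medium: phenol red-free DMEM, 5% equine and 5% calf serum.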
Tau ThT inhib – tau fibrillization inhibition (ThT binding); Potency, µM (highest dose often 57.4 µM), for the others: at the top dose activity, negative = inhibition, actives largely listed as inhibitors; recombinant tau K18 P301L, heparin-induced fibrillization, ThT fluorescence; P10636; 270,000 tested, 2.1% active; note: % is set by controls: 0 for no effect and ±100 for the full control effect; nearly all actives have a fitted effect of over 55% in size
Target sequence (P10636 561-689 P618L limits assumed): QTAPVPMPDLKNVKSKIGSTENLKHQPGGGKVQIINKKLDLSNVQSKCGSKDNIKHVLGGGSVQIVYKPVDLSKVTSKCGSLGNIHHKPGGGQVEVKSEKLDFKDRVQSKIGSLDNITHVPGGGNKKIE
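Recombinant human tau K18 fragment […] carrying P301L, 15 uM unlabeled plus 0.24 uM Alexa 594-labeled, was fibrillized with 20 uM heparin in 100 mM sodium acetate pH 7 for 6 hr at 37 C; 30 uM ThT fluorescence read after 1 hr.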
Tau fibril FP – tau fibrillization inhibition (FP); AID 1468; K18 P301L tau heparin fibrillization, Alexa594 FP, 6 h; P10636; 280,000 tested, 0.39% active; Potency, µM (top dose mostly 57.7 µM), without a hit: top-dose activity, negative = inhibition, hits mostly inhibitors; note: % is set by controls: 0 for no effect and ±100 for the full control effect; nearly all actives have a fitted effect of over 55% in size
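Human K18 P301L fragment (15 uM unlabeled plus 0.24 uM Alexa 594-labeled) in 100 mM sodium acetate pH 7 with compound, aggregation induced by 20 uM heparin for 6 hr at 37 C. ThT (30 uM) added for 1 hr, then Alexa 594 FP read.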
ALDH1A1 block – blocks purified human ALDH1A1 activity. 220,000 tested, 7.3% active. Potency, µM (titrated, usually from 75.3 µM), inactives show at the highest dose activity, negative = inhibition, hits mostly inhibitors. Purified ALDH1A1, NADH fluorescence, propionaldehyde substrate. P00352; active = well fitted inhibition curve with a large enough effect, not every such curve was filed as active; inconclusive = small, poorly fitted or top-dose-only effect, or another doubt; inactive = no such curve, though single readings can be large or run the other way;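 note: plate controls were no enzyme wells and a reference inhibitor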
Target sequence (P00352 whole entry, looked up): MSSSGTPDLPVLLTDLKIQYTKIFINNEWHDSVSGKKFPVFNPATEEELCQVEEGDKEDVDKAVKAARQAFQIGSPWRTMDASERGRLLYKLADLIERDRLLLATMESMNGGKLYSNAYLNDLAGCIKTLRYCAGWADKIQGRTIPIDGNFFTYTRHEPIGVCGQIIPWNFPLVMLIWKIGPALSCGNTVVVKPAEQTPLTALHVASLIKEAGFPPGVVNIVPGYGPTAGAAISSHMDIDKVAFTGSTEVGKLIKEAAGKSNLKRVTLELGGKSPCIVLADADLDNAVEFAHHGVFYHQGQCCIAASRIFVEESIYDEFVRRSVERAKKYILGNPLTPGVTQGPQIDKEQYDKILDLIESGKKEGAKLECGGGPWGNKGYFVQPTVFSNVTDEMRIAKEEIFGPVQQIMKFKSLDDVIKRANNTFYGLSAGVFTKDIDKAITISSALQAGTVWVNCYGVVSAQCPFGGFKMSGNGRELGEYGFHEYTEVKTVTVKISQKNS
HttQ103 aggreg – inhibitors of mutant huntingtin aggregate formation in PC12 cells. PC12 HttQ103-GFP aggregates, Acumen cytometry, 40 h. AID 1688. Potency, µM (doses to about 46.1 µM), inactives show at the top dose activity change, negative = inhibition, most hits filed as inhibitors. 220,000 tested, 1.1% active; note: % is set by controls: 0 for no effect and ±100 for the full control effect; nearly all actives have a fitted effect of over 60% in size
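Aggregate formation scored by laser-scanning cytometer (488 excitation, 500–530 emission) in lysed PC12 cells expressing Q103-GFP after 100 nM tebufenozide induction; library tested in dose series, with ATPLite reagent added in the multiplex.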
Tau fluor cs – counter-screen for tau fibril formation inhibitors | tau K18 P301L (four-repeat tau fragment) Alexa594 fluorescence, heparin fibrillization | Potency, µM (doses to about 57.7 µM), inactives show top-dose activity change, negative = decrease | 280,000 tested, 0.93% active; note: % is set by controls: 0 for no effect and ±100 for the full control effect; nearly all actives have a fitted effect of over 55% in size
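Human K18 P301L tau (15 uM unlabeled plus 0.24 uM Alexa 594-labeled, final) in 100 mM sodium acetate pH 7 was mixed with compound and 20 uM heparin and incubated 6 hr at 37 C.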
An asterisk follows results filed as active; ? = inconclusive; . = not tested or not shown; [ ] = remark or other dose. Unless noted, calls come from the whole dose curve; as a rule, active = well fitted curve in the direction sought with a large enough effect; inconclusive = small, poorly fitted or top-dose-only effect, or another doubt; inactive = no such curve, though single readings can be large; an effect the other way counts as inactive or inconclusive. Potency is the fitted concentration of half-maximal effect. Not all compounds are listed; count on the stated rates, not on these rows.

Start of the listing, in advance, 7 compounds:
SMILES	JMJD2E inh	SMN2 splice up	HTT cytoprotect	Tau ThT inhib	Tau fibril FP	ALDH1A1 block	HttQ103 aggreg	Tau fluor cs
COc1cccc(CN2CCN(Cc3ccon3)CC2CCO)c1 (stereo not given)	17.7%	.	-4.2%[10 µM]	1.1%	-4.0%	12.9%	-5.5%[9.22 µM]	1.3%
COC(=O)c1cc(C(=O)OC)n(Cc2ccc(C)cc2)c1C	-5.8%	-6.0%	-9.2%[10 µM]	-5.0%	4.7%	-4.4%	-0.5%	-6.8%
COc1ccc(C)cc1NC(c1nnc(-c2ccccc2)o1)c1ccc(F)cc1Cl (stereo not given)	.	-5.4%	.	-12.0%	5.9%	.	.	?
O=C(Cn1cc(C(F)(F)F)cc(Cl)c1=O)Nc1cccc(Cl)c1	1.5%	21.4%	-24.1%[1.9 µM]	-6.8%	1.2%	?	-1.2%	-6.2%
O=C(O)c1cn(Cc2ccccc2Cl)c2ccc(S(=O)(=O)N3CCOCC3)cc2c1=O	-1.8%	-1.5%	.	0.6%	0.1%	9.3%	?	3.3%
Cn1c(=O)c2c(ncn2CC(=O)N2CCN(c3ccccc3F)CC2)n(C)c1=O	-3.7%	-8.9%	-12.3%	-5.0%	-13.1%	-4.0%	15.8%	-7.1%
CC1CN(c2oc(-c3ccco3)nc2S(=O)(=O)c2ccccc2)CC(C)O1 (stereo not given)	-4.5%	-4.3%	-22.1%[0.074 µM]	-3.0%	-5.8%	?	1.1%	-1.5%

The whole of this part, previewed entries included:
SMILES	JMJD2E inh	SMN2 splice up	HTT cytoprotect	Tau ThT inhib	Tau fibril FP	ALDH1A1 block	HttQ103 aggreg	Tau fluor cs
COc1cccc(CN2CCN(Cc3ccon3)CC2CCO)c1 (stereo not given)	17.7%	.	-4.2%[10 µM]	1.1%	-4.0%	12.9%	-5.5%[9.22 µM]	1.3%
COC(=O)c1cc(C(=O)OC)n(Cc2ccc(C)cc2)c1C	-5.8%	-6.0%	-9.2%[10 µM]	-5.0%	4.7%	-4.4%	-0.5%	-6.8%
COc1ccc(C)cc1NC(c1nnc(-c2ccccc2)o1)c1ccc(F)cc1Cl (stereo not given)	.	-5.4%	.	-12.0%	5.9%	.	.	?
O=C(Cn1cc(C(F)(F)F)cc(Cl)c1=O)Nc1cccc(Cl)c1	1.5%	21.4%	-24.1%[1.9 µM]	-6.8%	1.2%	?	-1.2%	-6.2%
O=C(O)c1cn(Cc2ccccc2Cl)c2ccc(S(=O)(=O)N3CCOCC3)cc2c1=O	-1.8%	-1.5%	.	0.6%	0.1%	9.3%	?	3.3%
Cn1c(=O)c2c(ncn2CC(=O)N2CCN(c3ccccc3F)CC2)n(C)c1=O	-3.7%	-8.9%	-12.3%	-5.0%	-13.1%	-4.0%	15.8%	-7.1%
CC1CN(c2oc(-c3ccco3)nc2S(=O)(=O)c2ccccc2)CC(C)O1 (stereo not given)	-4.5%	-4.3%	-22.1%[0.074 µM]	-3.0%	-5.8%	?	1.1%	-1.5%
CC1CC(=O)N(CC(=O)Nc2ccc(F)cc2F)c2ccccc2S1 (stereo not given)	.	-11.9%	.	-3.7%	-3.0%	.	.	-6.8%
Cc1ccc(NC(=O)CCC(=O)O)cc1F	-3.1%	9.6%	0.7%	-6.5%	3.3%	0.9%	-15.8%	-3.1%
CN(CCOC(=O)c1cccc(Br)c1)C(C)(C)C	0.8%	-0.8%	-33.8%	-2.8%	11.3%	-11.4%	9.2%	-3.6%
Cc1ccc(S(=O)(=O)NC2c3cccc4cccc(c34)C2Sc2nc(C)cc(C)n2)cc1 (stereo not given)	-2.9%	-7.4%	23.9%[10 µM]	-8.5%	-6.3%	?	-0.3%	-22.8%
Cc1n[nH]c(C)c1Cc1ccc(C(=O)O)cc1	12.4%	-13.7%	6.0%[10 µM]	2.5%	-2.6%	3.8%	4.2%	1.3%
Cc1ccc(NC(=O)/C=C/C(=O)O)c([N+](=O)[O-])c1	6.6%	-10.3%	7.3%[10 µM]	-7.4%	13.2%	17.8µM*	-1.7%	-1.2%
CC(Cl)C(=O)NNc1cccc(Cl)n1 (stereo not given)	5.9%	?	2.9%	-13.0%	-5.0%	20µM*	4.4%	-4.7%
CCCn1nnnc1NC(=O)COc1ccc(Cl)cc1C	-1.3%	11.2%	16.7%	1.3%	2.2%	11.9%	1.2%	0.1%
CC(C)C[C@H](CO)Nc1nc(Nc2cccc(Cl)c2)c2ncn(C(C)C)c2n1	?	.	24.4%[10 µM]	-17.0%	8.4%	.	-28.7%[9.22 µM]	?
Cc1cc(C)n(C2CCCCC2OC(=O)CCc2ccccc2)n1 (stereo not given)	-17.8%	.	-5.4%[10 µM]	.	8.9%	.	-23.5%[9.22 µM]	-2.3%
CCOC(=O)c1c(C)cc(OC)cc1O	4.9%	3.7%	-5.1%	-3.5%	-2.2%	-12.7%	.	-10.6%
CCc1c(-c2ccccc2)[n+](=O)c2c(n1[O-])CCC2	-2.3%	.	0.6%[10 µM]	-4.4%	0.8%	.	3.0%[9.22 µM]	-8.1%
O=C1CC(c2ccccc2)=Nc2ccccc2N1Cc1ccccc1	-13.2%	-14.2%	-39.8%[inhibitor]	-9.3%	?	-7.9%	5.5%	-13.6%
O=[N+]([O-])c1ccc(Cl)cc1Sc1nc2ccccc2o1	0.4%	-27.5%	-14.2%[10 µM]	?	5.9%	-14.4%	?	?
CCCNC(=O)CNC(=S)N(Cc1cc(OC)c(OC)c(OC)c1)C1CCCC1	5.3%	-9.1%	7.0%[10 µM]	1.9%	-2.6%	3.9%	21.3%	-3.9%
Clc1ccc(-c2csc(Nc3cccnc3)n2)cc1	9.4%	.	-2.7%[10 µM]	-12.4%	11.9%	.	15.2%[9.22 µM]	-28.1%
CC(=O)c1cccc(NC(=O)C(OC(=O)c2ccccc2NS(=O)(=O)c2cccs2)c2ccccc2)c1 (stereo not given)	?	-24.9%	20.5%[10 µM]	13.4%	17.8µM*	?	?	?
O=C(Nc1ccccc1)N1CCN(c2nc3ccccc3s2)CC1	3.0%	-38.7%[inhibitor]	-0.3%[0.074 µM]	?	-2.7%	?	?	-12.7%
C=CCC(C)(O)c1cccs1 (stereo not given)	6.6%	-1.4%	-10.2%	-2.5%	0.1%	-2.3%	.	-1.6%
CCn1c(SCC(N)=O)nnc1-c1ccco1	4.2%	7.3%	-10.2%	1.5%	-1.6%	12.9%	-8.7%	-2.5%
CC1=C(C(=O)Nc2cccnc2)C(c2ccccc2)n2nc(SCc3ccccc3Cl)nc2N1 (stereo not given)	.	11.7%	.	-7.0%	-15.0%	.	.	-10.2%
CCCCOc1ccc(-c2c(C#N)c(N)nc(SCC(N)=O)c2C#N)cc1	?	19.2%	-4.0%[10 µM]	-11.3%	22.4µM*	?	-14.2%	?
CSc1ccc(NC(=O)N2CC(C)OC(C)C2)cc1 (stereo not given)	0.8%	-6.1%	-17.2%	-12.6%	-6.8%	?	-1.8%	-9.5%
CCCn1cc(CN2CCC(Cc3ccccc3)(C(=O)OCC)CC2)c(C)n1	-0.7%	.	6.8%[10 µM]	0.5%	-0.3%	3.3%	1.4%[9.22 µM]	3.6%
Cc1cccc(-n2c(CCCN3C(=O)c4ccccc4C3=O)nc3ccccc3c2=O)n1	4.3%	0.0%	0.4%	-11.3%	-2.1%	0.3%	-26.5%	-3.3%
CCC(=O)c1cn(CC(=O)NCC2CCCO2)c2ccccc12 (stereo not given)	-7.4%	2.4%	-6.8%[10 µM]	0.4%	-5.6%	-5.3%	-1.9%	-3.9%
CC(NC(=O)CCC(=O)N1CCN(S(=O)(=O)c2ccc(Cl)cc2)CC1)c1ccccc1 (stereo not given)	13.9%	-10.2%	10.3%[0.074 µM]	0.2%	-1.2%	?	-17.9%	2.2%
CC(C)COc1ccc(Nc2ncnc3ccc(Br)cc23)cc1	.	-0.9%	.	?	-6.2%	.	.	-24.1%
CC(C)(C)Sc1ccc2nc3c(n2c1)CCCC3	8.0%	-97.4%[inhibitor]	.	-15.1%	-1.3%	?	?	-11.0%
Cc1cccc(NC(=O)NNS(=O)(=O)c2ccc(F)cc2)c1	-5.5%	29.7%	23.3%[10 µM]	1.7%	1.1%	-10.6%	12.1%	2.8%
Cc1ccc(NC(=O)CN2C(=O)NC(C)(c3ccc(Cl)cc3)C2=O)cc1S(=O)(=O)N1CCOCC1 (stereo not given)	6.5%	-14.9%	?	-0.7%	-4.7%	4.9%	-22.0%	-23.2%
Cc1cc(C)nc(SCCn2c(N3CCCCC3)nc3c2c(=O)n(C)c(=O)n3C)n1	3.7%	-2.7%	-4.3%[10 µM]	3.5%	-0.4%	4.1%	-0.2%	0.7%
Clc1cncc(Cl)c1N/N=C/c1ccccc1	6.2%	.	34.5%[10 µM]	?	-1.1%	3.6%	7.5%[9.22 µM]	?
Cc1cc(C)c(NC(=O)NC(=O)C(Cl)(Cl)Cl)c(C)c1	-0.9%	-1.9%	3.4%[10 µM]	3.7%	3.6%	0.1%	-8.6%	13.6%
CC(=O)c1sc2nc(C)c3c(c2c1N)CCCC3	?	.	-15.4%[10 µM]	?	1.2%	.	-41.7%[9.22 µM]	-14.6%
COCC(=O)Nc1cc(C(=O)Nc2cccc(C)c2C)ccc1Cl	-3.4%	-28.4%	-5.2%	-3.3%	5.7%	15.2%	10.1%	-4.0%
Cn1cc(C(c2ccccc2)c2ccc(Cl)s2)c2ccccc21 (stereo not given)	.	-16.8%	.	6.5%	-9.5%	.	.	-8.1%
O=C(NCc1ccco1)C1CC(=O)N(c2ccc(O)cc2)C1 (stereo not given)	2.8%	.	-3.8%[0.074 µM]	-0.5%	3.3%	1.1%	-2.0%	0.6%
COc1ccc(/C=C2/C(=O)N(CC3CCCO3)C(=S)N2C)c(OC)c1 (stereo not given)	-2.9%	-5.6%	-5.0%	?	6.9%	12.6µM*	18.4%	-14.7%

Assay outcomes as filed in PubChem BioAssay.
